Assay outcomes (PubChem BioAssay)
Tau fibril FP – qHTS for Inhibitors of Tau Fibril Formation, Fluorescence Polarization. Microtubule-associated protein tau (Homo sapiens), P10636. K18 P301L tau heparin fibrillization, Alexa594 FP, 6 h. Potency, µM (doses to about 57.7 µM), for inactives: top-dose activity, negative = inhibition, actives largely listed as inhibitors. 280,000 compounds, 0.39% hits; also: potency is read from the fitted curve at half-maximal effect; % is scaled to controls: 0 for no effect and ±100 for the full control effect; nearly all actives have a fitted effect of over 55% in size
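Human K18 P301L fragment (15 uM unlabeled plus 0.24 uM Alexa 594-labeled) in 100 mM sodium acetate pH 7 with compound, aggregation induced by 20 uM heparin for 6 hr at 37 C. ThT (30 uM) added for 1 hr, then Alexa 594 FP read.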
Epigenetic derep – Quantitative High-Throughput Screen for Regulators of Epigenetic Control. murine LDR cells, GFP reporter derepression, 30 h. Potency, µM (titrated, usually from 53.9 µM), without a hit: top-dose GFP activation, most hits filed as activators. 280,000 compounds, 0.2% hits; also: potency is read from the fitted curve at half-maximal effect; % of control where 0% means no effect; nearly all actives have a fitted effect of over 60% in size
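Murine LDR cells bearing a silenced CMV-driven GFP reporter were exposed to compound for 30 h at 37 C. After PBS washes, GFP-positive cells (20-120 um objects) counted by laser-scanning microplate cytometry.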
aGal spleen mod – qHTS Assay for Inhibitors and Activators of Human alpha-Galactosidase From Spleen Homogenate; Alpha-galactosidase A (Homo sapiens), P06280; human spleen homogenate, 4MU-alpha-Gal fluorescence, 40 min; Potency, µM (series often up to 80 µM), inactives show at the top dose activity change, negative = inhibition, usual class: inhibitors; 240,000 compounds, 0.008% hits; AID 2107, 2009;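 also: potency is read from the fitted curve at half-maximal effect; 0% = enzyme with vehicle and -100% = no enzyme basal signal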
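Spleen homogenate 1 ug + cpd (titration) + 4-MU-alpha-D-galactopyranoside 1 mM; 37C 40 min; 50 mM citrate/phosphate pH 5.0, 0.01% Tween-20; stop pH 10; fluorescence 365/440; AC50 via Hill.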
NPSR antagonist – qHTS Assay for Antagonists of the Neuropeptide S Receptor: cAMP Signal Transduction. Potency, µM (doses to about 38.3 µM), without a hit: top-dose activity change, negative = inhibition, hits mostly inhibitors. Q6W5P4. 220,000 compounds, 1% hits. CHO-NPSR cells, cAMP TR-FRET, antagonist mode. AID 1461, 2008; also: potency is read from the fitted curve at half-maximal effect; % is scaled to controls: 0 for no effect and ±100 for the full control effect; nearly all actives have a fitted effect of over 50% in size; many of its hits are not listed in these tables
TRb SRC2 PPI – qHTS for Inhibitors of the Interaction of Thyroid Hormone Receptor and Steroid Receptor Coregulator 2. TRbeta-SRC2 peptide binding, fluorescence polarization; receptor liganded with 1 µM T3. Potency, µM (doses to about 106 µM), inactives show top-dose activity change, negative = inhibition, hits mostly inhibitors. 280,000 compounds, 0.065% hits. AID 1469, 2008;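 also: potency is read from the fitted curve at half-maximal effect; plate controls were bound peptide for no effect and peptide without receptor for full effect; nearly all actives have a fitted effect of over 50% in size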
Target sequence (P10828 whole entry, looked up): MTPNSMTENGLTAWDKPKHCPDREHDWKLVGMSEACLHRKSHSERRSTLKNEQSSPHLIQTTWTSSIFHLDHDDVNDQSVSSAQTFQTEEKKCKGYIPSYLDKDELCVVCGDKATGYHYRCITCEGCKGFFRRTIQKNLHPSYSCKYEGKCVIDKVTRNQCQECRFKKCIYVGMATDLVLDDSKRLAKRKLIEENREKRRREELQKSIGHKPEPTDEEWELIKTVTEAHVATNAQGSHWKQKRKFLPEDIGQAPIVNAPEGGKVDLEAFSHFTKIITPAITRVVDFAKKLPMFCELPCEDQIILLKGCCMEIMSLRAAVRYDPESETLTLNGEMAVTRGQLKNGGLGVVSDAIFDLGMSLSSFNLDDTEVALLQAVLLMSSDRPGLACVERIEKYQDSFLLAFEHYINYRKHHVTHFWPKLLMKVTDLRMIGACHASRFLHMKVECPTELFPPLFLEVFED
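Each compound concentration gave % activity, normalized to unbound and bound Texas Red SRC2 controls, from polarization read after 5 hr ambient incubation with T3-loaded human TRb LBD.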
TexasRed fluor – Total Fluorescence Counterscreen for Inhibitors of the Interaction of Thyroid Hormone Receptor and Steroid Receptor Coregulator 2. TRb/SRC2 Texas Red total fluorescence interference. Potency, µM (titrated, usually from 106 µM), without a hit: top-dose fluorescence change, negative = quenching. 280,000 compounds, 0.29% hits. AID 1479, 2009; active = well fitted curve in either direction with a large enough effect; inconclusive = small, poorly fitted or top-dose-only effect; also: potency is read from the fitted curve at half-maximal effect; % is scaled to controls: 0 for no effect and ±100 for the full control effect
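Human TRβ ligand-binding domain (0.6 uM) and Texas Red SRC2 peptide (20 nM) in Tris buffer with 1 uM T3 and 5% DMSO were incubated with pinned compound for 5 hr at ambient temperature. Total fluorescence was computed as S + 2P (555/632 nm).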
CBFb RUNX1 block – qHTS Assay for Compounds Blocking the Interaction Between CBF-beta and RUNX1 for the Treatment of Acute Myeloid Leukemia | Runt-related transcription factor 1 (Homo sapiens) + Core-binding factor subunit beta … | AlphaScreen CBFb-His/RUNX1-biotin binding, biochemical | Potency, µM (titrated, usually from 59.8 µM), without a hit: top-dose activity, negative = inhibition, most hits filed as inhibitors | 230,000 tested, under 10 active; also: % of control where 0% means no effect
Target sequence (Q01196 whole entry, looked up): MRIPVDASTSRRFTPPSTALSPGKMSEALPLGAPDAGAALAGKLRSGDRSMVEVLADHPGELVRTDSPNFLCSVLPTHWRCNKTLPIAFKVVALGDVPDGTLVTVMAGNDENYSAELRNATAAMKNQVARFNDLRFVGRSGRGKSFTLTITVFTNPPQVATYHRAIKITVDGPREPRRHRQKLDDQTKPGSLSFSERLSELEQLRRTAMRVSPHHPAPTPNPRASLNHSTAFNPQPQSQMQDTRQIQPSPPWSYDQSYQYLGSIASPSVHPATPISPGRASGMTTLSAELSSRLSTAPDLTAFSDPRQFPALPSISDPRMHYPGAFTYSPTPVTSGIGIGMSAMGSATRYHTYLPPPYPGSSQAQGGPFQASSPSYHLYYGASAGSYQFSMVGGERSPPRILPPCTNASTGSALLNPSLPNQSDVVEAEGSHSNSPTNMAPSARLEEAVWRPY
Target sequence (Q13951 whole entry, looked up): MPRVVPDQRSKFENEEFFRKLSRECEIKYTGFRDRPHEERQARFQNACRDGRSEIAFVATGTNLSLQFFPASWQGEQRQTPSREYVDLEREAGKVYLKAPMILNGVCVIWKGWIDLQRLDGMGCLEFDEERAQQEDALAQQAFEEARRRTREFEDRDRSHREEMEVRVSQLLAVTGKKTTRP
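Read-out: AlphaScreen. Format: His-CBF-beta with biotinylated RUNX1 (30 nM each) preincubated 20 min, compound 15 min, Ni-chelate plus streptavidin beads 90 min; room temperature throughout.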
Tau fluor cs – Counterscreen qHTS for Inhibitors of Tau Fibril Formation, Fluorescence Polarization; tau K18 P301L Alexa594 fluorescence, heparin fibrillization; Potency, µM (highest dose often 57.7 µM), for the others: top-dose activity change, negative = decrease; 280,000 compounds, 0.93% hits; AID 1463, 2008; also: potency is read from the fitted curve at half-maximal effect; % is scaled to controls: 0 for no effect and ±100 for the full control effect; nearly all actives have a fitted effect of over 55% in size
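Human tau K18 P301L (15 uM unlabeled, 0.24 uM Alexa 594-labeled) in 100 mM sodium acetate pH 7 with 20 uM heparin, 6 hr at 37 C. ThT 30 uM added, 1 hr ambient; Alexa 594 FP and total fluorescence read at 555/632 nm.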
* hit, by the source's call; ? = inconclusive; · = no result given; [ ] = another dose, or the depositor's remark. Unless noted, calls follow the shape of the dose curve; as a rule, active = well fitted curve in the direction sought with a large enough effect; inconclusive = small, poorly fitted or top-dose-only effect, or another doubt; inactive = no such curve, though single readings can be large; an effect the other way counts as inactive or inconclusive. Only part of the results is shown. The share of hits here may be higher or lower than overall.

smiles	Tau fibril FP	Epigenetic derep	aGal spleen mod	NPSR antagonist	TRb SRC2 PPI	TexasRed fluor	CBFb RUNX1 block	Tau fluor cs
O=c1c2cc(O)c(O)cc2oc2cc(O)c(C3OC(CO)C(O)C(O)C3O)c(O)c12 (stereo unspecified)	-0.3%	-2.6%	-16.1%	·	-3.7%	-2.8%	?	-11.1%
CN(CC(=O)Nc1ccccc1Sc1ccccc1)C1CCCCC1	-8.8%	3.2%	-0.8%	?	3.0%	-3.3%	11.1%	-16.1%
COC(=O)CN(c1nc(C)cc(OC)n1)S(=O)(=O)c1ccc(C)cc1	-2.3%	-0.7%	-13.3%	-11.4%[46.1 µM]	4.5%	-0.6%	-2.5%	-5.0%
COc1ccc(NS(=O)(=O)c2ccc3[nH]c(=O)ccc3c2)cc1OC	-17.8%	-0.8%	·	·	-4.8%	1.4%	·	8.91µM*[quencher]
CC(C)(C)NC(=O)Cc1ccc(Cl)c(Cl)c1	-5.7%	-0.1%	7.3%	7.2%	-0.6%	-0.6%	-6.0%	-4.0%
Cc1ccccc1Oc1nnc(-c2cccs2)c2ccccc12	-10.4%	-0.9%	1.6%	?	6.1%	-5.0%	-1.1%	-13.5%
Cc1ccc(-c2nn(CC(=O)NCc3ccccn3)c(=O)c3ccccc23)cc1S(=O)(=O)N(C)C	4.8%	-2.8%	0.2%	-20.7%	-1.5%	-1.3%	-8.6%	-14.1%
S=C(NC1CCCC1)N1CCN(c2ccc(Cl)cc2)CC1	1.0%	1.0%	-13.1%	-9.2%	1.4%	-1.4%	-3.5%	?
O=C(Cn1cccc1C(=O)c1ccccc1)NCc1cccc(Cl)c1	-6.1%	-0.3%	4.6%	0.0%	1.6%	0.3%	7.2%	-17.7%
C[N+]1(CC(O)COCC2COc3ccccc3O2)CCOCC1 (stereo unspecified)	5.4%	1.1%	-2.9%	7.0%	-7.8%	3.9%	-3.3%	-5.2%
CC(C)(C)NC(=S)Nc1cccc(C(F)(F)F)c1	-11.1%	2.8%	5.1%	-31.6%	-4.8%	-3.0%	-5.4%	-16.9%
Cn1c(=O)c2c(-c3ccccc3Br)n(Cc3ccccc3)cc2n(C)c1=O	-11.5%	11.9%	·	·	-1.7%	1.0%	·	-11.0%
C=CCn1c(-c2cccnc2)n[nH]c1=S	5.8%	2.0%	2.5%	19.6%	-0.7%	-1.3%	-3.3%	-6.4%
Cc1ccc(C)c(Cn2c(C(=O)OC(C)C)cc3c2ccn3C)c1	0.4%	-0.9%	4.1%	?	-4.1%	-5.3%	-14.4%	-25.9%
Cc1cc(C)c(S(=O)(=O)Nc2ccc(-c3ccc(N4CCCCC4)nn3)cc2)cc1C	-9.1%	1.7%	·	·	-4.1%	-1.5%	·	-25.0%
COc1ccc(OCCCC(=O)NCCc2ccccc2)cc1	3.0%	-2.0%	-4.7%	1.2%	4.1%	-1.0%	8.3%	5.0%
CCc1ccc(/C=C(/C#N)C(N)=S)s1	2.4%	-0.2%	3.6%	-19.6%	-2.7%	-0.2%	-14.4%	?
COc1cccc(NC(=O)Cc2c(O)c3ccccc3[nH]c2=O)c1	3.6%	4.2%	5.2%	-14.7%[46.1 µM]	5.5%	2.1%	-1.8%	2.0%
Cc1ccc(Cl)c(OCCCN(C)Cc2ccccc2)c1	8.7%	2.1%	-9.9%	-27.4%	-3.4%	-6.8%	?	-21.4%
O=C(N/N=C/c1cccnc1)c1ccc(Cn2cc([N+](=O)[O-])cn2)o1	-10.5%	-0.4%	-3.6%	-5.6%	-4.7%	0.9%	3.6%	-7.0%
CCC1CCCCN1CCCNC(=O)c1ccc2c(c1)N(Cc1ccc(Cl)cc1)C(=O)c1ccccc1S2(=O)=O (stereo unspecified)	-6.8%	18.6%	·	·	-2.5%	1.2%	·	?
C[C@@H]1CC2(OC3C[C@@]4(C)C5=CC[C@H]6C(C)(C)C(O[C@@H]7OC[C@@H](O)[C@H](O)[C@H]7O)CC[C@@]67C[C@@]57CC[C@]4(C)C31)OC(O)C1(C)OC21 (stereo partly specified)	·	·	13.2%	·	-1.5%	-1.4%	-4.5%[21.7 µM]	·
COCCCNc1nc2ccccc2nc1NS(=O)(=O)c1cccs1	-4.3%	-1.9%	-3.7%	-9.9%[46.1 µM]	-5.7%	0.6%	1.5%	-9.8%
CN(C)c1ccc(NC(=O)CCCc2ccccc2)cc1	13.5%	0.0%	-7.0%	-1.0%[46.1 µM]	0.3%	5.6%	-7.2%	-5.8%
C#CCSc1nncn1C(=O)/C=C/c1ccccc1	?	-2.0%	?	-11.2%[46.1 µM]	-14.4%	-1.5%	-0.4%	-9.8%
COCCN1C(=O)N[C@@H](c2cccc(C(F)(F)F)c2)[C@H](C(=O)OC)[C@H]1C	-1.9%[11.6 µM]	·	8.0%[17.5 µM]	·	2.4%[11.2 µM]	-2.3%[11.2 µM]	18.8%[13.1 µM]	0.5%[11.6 µM]
Cc1nc(N)nc2c1CCCC2	2.2%	-7.9%	-4.6%	-0.6%[46.1 µM]	11.3%	-1.9%	5.6%	-10.3%
CN1C(=O)CC(Nc2cccc3cccc(N)c23)C1=O (stereo unspecified)	?	-2.6%	8.1%	-32.4%	?	?	·	?
COc1ccc(C(=O)Nc2c(C(=O)c3ccccc3)oc3ccccc23)cc1	?	4.8%	·	·	2.1%	2.2%	·	-20.7%
CN(C(=O)c1cccnc1)c1nnc(-c2cnccn2)s1	-0.9%	0.0%	-9.6%	0.6%[46.1 µM]	-15.5%	-0.4%	5.5%	-3.1%
C=Cc1ccc(Cn2nc(-c3ccc(C)cc3)ccc2=O)cc1	6.9%	-2.3%	·	·	1.6%	-0.5%	·	-19.0%
Cc1ccccc1NC(=O)Cc1nc(CSc2nnc(-c3ccc4c(c3)OCO4)o2)cs1	-9.6%	-0.7%	-3.1%	-21.9%[46.1 µM]	1.7%	-4.5%	-5.1%	-2.7%
CNC(=O)C1CCN(c2nc3ccccc3nc2C(F)(F)F)CC1	-2.5%	-3.1%	·	·	3.5%	-0.5%	·	-3.2%
CC(C)CCN(CCC(C)C)C(CO)(CO)CO	-9.4%	1.1%	-2.2%	-11.8%	-2.8%[53 µM]	1.1%[53 µM]	8.6%	2.2%
COc1ccc(-c2cc(C(C)=O)c(C)n2CCC(=O)NCc2ccc(F)cc2)cc1	5.3%	0.0%	·	·	-5.7%	-0.1%	·	-14.3%
Cc1oc(-c2ccccc2)nc1CSc1nc2c(c(=O)[nH]1)CCC2	0.3%	1.2%	-8.4%	18.5%	10.4%	-2.2%	2.5%[2.36 µM]	-8.1%
CCN(CC)S(=O)(=O)c1cc(NC(=O)CSc2nc3c(cc2C#N)C(=O)CC(C)(C)C3)ccc1C	-1.3%	-1.3%	11.8%	-53.9%	-6.0%[53 µM]	4.0%[53 µM]	-2.8%	-14.4%
Nc1cc(-c2ccc(Cl)cc2)nn1S(=O)(=O)c1ccccc1	-16.1%	-0.5%	0.6%	-16.3%[46.1 µM]	-12.5%	1.0%	2.1%	-24.1%
COCCn1c(CN(Cc2ccccc2)Cc2ccccc2)nc2c1c(=O)n(C)c(=O)n2C	-2.6%	11.4%	10.2%	-20.7%[46.1 µM]	7.3%	3.4%	-3.1%	-3.5%
COc1cc2nc(CSc3nc(-c4ccc(F)cc4)cs3)[nH]c(=O)c2cc1OC	-3.6%	1.5%	-1.2%	0.3%	-6.3%	0.3%	-5.6%	-3.9%
Cc1ccc(CNC(=O)c2ccc3nc4[nH]c5ccccc5c4nc3c2)cc1	-13.4%	0.0%	-2.4%	-39.7%	6.4%	1.9%	-3.6%	-16.3%
O=C(CCCN1C(=O)/C(=C\c2cccs2)SC1=S)Nc1cccnc1	-5.8%	8.3%	-10.7%	-7.1%	-2.4%	1.5%	-10.5%	-6.2%
COc1ccc(N2CCN(C(=O)c3ccc(Cn4c(=S)[nH]c5ccc(N6CCOCC6)cc5c4=O)cc3)CC2)cc1	?	-0.3%	2.7%	-17.8%	-5.2%	-9.7%	1.5%	?
Cc1ccc(-n2ncc3c(NCC(C)C)ncnc32)c(C)c1	-5.8%	0.2%	·	·	3.7%	-2.7%	·	-9.1%
O=c1c2ccccc2nnn1CSc1nc2ccccc2c(=O)n1CCCO	6.1%	0.9%	-10.7%	-6.2%	-4.0%	1.2%	8.4%	-12.2%
COc1ccc(/C=N/NC(=O)COc2ccc(Cl)cc2Cl)cc1Cn1nc(C)cc1C	2.8%	0.0%	3.8%	-16.8%	1.8%	2.7%	6.8%	-5.0%
CCN(CC)C(=O)CSc1nc(N)c(C(=O)Nc2ccc(OC)cc2)s1	15.2%	-0.2%	6.4%	3.9%	6.4%	-2.9%	-9.2%	-2.6%
COc1cccc(NC(=O)CC2SC(=Nc3ccccc3)NC2=O)c1 (stereo unspecified)	-8.5%	0.3%	-3.2%	-8.3%[46.1 µM]	-0.4%	-1.1%	-2.1%	-16.3%

Given as labelled records: two of the compounds above.
> O=c1c2ccccc2nnn1CSc1nc2ccccc2c(=O)n1CCCO
  Tau fibril FP: 6.1%; Epigenetic derep: 0.9%; aGal spleen mod: -10.7%; NPSR antagonist: -6.2%; TRb SRC2 PPI: -4.0%; TexasRed fluor: 1.2%; CBFb RUNX1 block: 8.4%; Tau fluor cs: -12.2%

> COc1ccc(/C=N/NC(=O)COc2ccc(Cl)cc2Cl)cc1Cn1nc(C)cc1C
  Tau fibril FP: 2.8%; Epigenetic derep: 0.0%; aGal spleen mod: 3.8%; NPSR antagonist: -16.8%; TRb SRC2 PPI: 1.8%; TexasRed fluor: 2.7%; CBFb RUNX1 block: 6.8%; Tau fluor cs: -5.0%
